Screening data deposited in PubChem BioAssay by National Center for Advancing Translational Sciences (NCATS).
TSG101-PTAP inh: qHTS Assay for Iinhibitors of HIV-1 Budding by Blocking the Interaction of PTAP/TSG101; Potency, µM (series often up to 115 µM), inactives show top-dose activity change, negative = inhibition, most hits filed as inhibitors; Tumor susceptibility gene 101 protein (Homo sapiens), Q99816; AID 493005, 2010; Fluorescence polarization, FITC-PTAP peptide / Tsg101 binding; 340,000 tested, under 10 active; active = well fitted inhibition curve with a large enough effect in the main read-out, with a control signal flat, not every such curve was filed as active; inconclusive = small, poorly fitted or top-dose-only effect, or effect the other way, or a change in a side signal; inactive = no such curve, though single readings can be large or run the other way; note: potency is the fitted concentration of half-maximal effect; % of control where 0% means no effect
Target sequence (Q99816 whole entry, looked up): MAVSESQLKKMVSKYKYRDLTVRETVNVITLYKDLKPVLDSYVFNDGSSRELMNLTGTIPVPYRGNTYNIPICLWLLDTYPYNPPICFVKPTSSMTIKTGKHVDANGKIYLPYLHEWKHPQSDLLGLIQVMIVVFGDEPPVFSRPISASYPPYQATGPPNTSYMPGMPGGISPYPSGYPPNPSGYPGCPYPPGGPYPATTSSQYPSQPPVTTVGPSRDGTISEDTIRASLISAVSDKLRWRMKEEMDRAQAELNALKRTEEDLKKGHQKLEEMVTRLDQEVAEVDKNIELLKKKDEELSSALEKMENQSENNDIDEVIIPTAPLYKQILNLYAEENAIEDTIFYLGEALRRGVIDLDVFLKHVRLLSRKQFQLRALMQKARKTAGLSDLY
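FP read-out: FITC-PTAP peptide, 50 nM final, binding Tsg101 binding domain, 10 uM final; 20 min, r.t.; 10 mM HEPES pH 7.5, 0.15 M NaCl, 0.01% Tween 20, 3 mM EDTA, 0.1 mM TCEP.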
S-ASM inh: Inhibitors of Secretory Acid Sphingomyelinase (S-ASM): qHTS. placental ASM, HMU-PC fluorogenic substrate, 60 min. AID 504937, 2011. Potency, µM (top dose mostly 57.5 µM), for inactives: at the top dose activity change, negative = inhibition, usual class: inhibitors. 340,000 tested, 0.006% active; note: potency is the fitted concentration of half-maximal effect
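Human placenta-derived ASM enzyme was preincubated with compound for 10 minutes at room temperature, then given fluorogenic substrate HMU-PC0 (9 uM final) for 60 minutes at 37 °C; a pH 10 stop preceded fluorescence reading at Ex 386/Em 447 nm.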
Eya2 phos inh: qHTS Assay for Inhibitors of the Phosphatase Activity of Eya2 | recombinant Eya2, OMFP fluorescence dephosphorylation (OMFP is methylfluorescein phosphate) | 330,000 tested, 0.006% active | Potency, µM (titrated, usually from 76.9 µM), for inactives: at the top dose activity, negative = inhibition, most hits filed as inhibitors | Protein phosphatase EYA2 (Homo sapiens), O00167; note: potency is the fitted concentration of half-maximal effect; % is set by controls: 0 for no effect and ±100 for the full control effect
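Eya2 (0.2 uM) preincubated 10 min at ambient with compound, then OMFP substrate added at 50 uM; 10 min reaction in 50 mM HEPES pH 7.5, 50 mM NaCl, 5 uM MgCl2, 0.05% BSA, 1 mM DTT. Fluorescence read at Ex 485/Em 525 nm.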
BRCA1 expr up: qHTS Assay to Identify Small Molecule Activators of BRCA1 Expression. MCF7-BRCA1-FFLuc reporter, luminescence, 48 h; response scale: scaled: vehicle 0%, 10 µM genistein 100%. Potency, µM (titrated, usually from 46.1 µM), without a hit: at the top dose activation, most hits filed as activators. 380,000 tested, 1.1% active. AID 624202, 2012; note: potency is the fitted concentration of half-maximal effect; nearly all actives have a fitted effect of over 80% in size; some results filed as inactive show a strong effect at the top dose
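Luminescence from a BRCA1-driven firefly luciferase in MCF7 cells was read after 48 h compound exposure at 37 C. Data normalized against DMSO and a 10microM genistein activation control, then curve-fitted across the titration.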
USP2a inh: qHTS Assay for Inhibitors of Ubiquitin-specific Protease USP2a Using CHOP2 as the Reporter | Ubiquitin carboxyl-terminal hydrolase 2 (Homo sapiens), O75604 | USP2 core, Ub-CHOP2 coupled fluorogenic reporter, 485/531 | Potency, µM (series often up to 38.3 µM), for the others: top-dose activity change, negative = inhibition, actives largely listed as inhibitors | 330,000 tested, 0.01% active;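 note: potency is the fitted concentration of half-maximal effect; plate controls were DMSO wells for no effect and full inhibition by NEM control for full effect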
Target sequence (O75604 whole entry, looked up): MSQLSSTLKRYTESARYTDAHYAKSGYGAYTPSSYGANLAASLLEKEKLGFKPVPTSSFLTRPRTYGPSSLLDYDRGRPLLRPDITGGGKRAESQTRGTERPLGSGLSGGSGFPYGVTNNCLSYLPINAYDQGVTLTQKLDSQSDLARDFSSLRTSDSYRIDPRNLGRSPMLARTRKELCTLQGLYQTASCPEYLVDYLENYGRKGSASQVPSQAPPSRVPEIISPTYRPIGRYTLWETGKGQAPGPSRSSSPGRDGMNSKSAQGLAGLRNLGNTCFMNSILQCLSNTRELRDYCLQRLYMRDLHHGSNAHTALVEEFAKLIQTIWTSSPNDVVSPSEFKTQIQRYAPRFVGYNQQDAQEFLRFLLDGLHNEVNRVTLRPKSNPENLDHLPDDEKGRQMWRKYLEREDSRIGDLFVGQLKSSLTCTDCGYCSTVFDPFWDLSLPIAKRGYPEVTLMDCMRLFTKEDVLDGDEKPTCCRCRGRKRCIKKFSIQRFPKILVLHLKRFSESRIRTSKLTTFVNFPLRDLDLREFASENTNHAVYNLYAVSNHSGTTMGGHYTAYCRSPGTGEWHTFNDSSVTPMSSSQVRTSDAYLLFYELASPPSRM
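USP2 core (10nM final) preincubated 30min RT with compound in 20mM Tris-HCl pH 8.0, 2mM CaCl2, 2mM beta-mercaptoethanol, 0.05% CHAPS; 25nM Ub-CHOP2 plus 25nM reporter substrate added, fluorescence (Ex485/Em531) read after 60min.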
ELG1 genotox: qHTS screen for small molecules that induce genotoxicity in human embryonic kidney (HEK293T) cells expressing luciferase-tagged ELG1; HEK293T ELG1-luciferase reporter, luminescence, 16 h; Potency, µM (doses to about 46 µM), without a hit: at the top dose activity change, positive = activation, most hits filed as activators; 330,000 tested, 1.3% active; note: potency is the fitted concentration of half-maximal effect; % of control where 0% means no effect; nearly all actives have a fitted effect of over 60% in size
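Quantitative HTS format in 1536-well plates. HEK293T ELG1-luciferase reporter cells receive test compound and are incubated 16 hr at 37 °C, 5% CO2; ONE-Glo added, 30 min room temperature, then luminescence read.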
uPA surface inh: qHTS for Inhibitors of Cell Surface uPA Generation | cell surface uPA generation assay, qHTS | Potency, µM (series often up to 38.3 µM), without a hit: at the highest dose activity change, negative = inhibition, most hits filed as inhibitors | 330,000 tested, 0.31% active | AID 540303, 2011; active = well fitted inhibition curve with a large enough effect; inconclusive = small, poorly fitted or top-dose-only effect; inactive = no such curve, though single readings can be large or run the other way; tested in mouse RAW 264.7 cells; note: potency is the fitted concentration of half-maximal effect; % is set by controls: 0 for no effect and ±100 for the full control effect; nearly all actives have a fitted effect of over 55% in size
p53 reactivation: qHTS assay for re-activators of p53 using a Luc reporter; H1299 p53-A138V BP100-luciferase reporter, luminescence, 24 h; Potency, µM (titrated, usually from 92.2 µM), inactives show at the highest dose activity change, positive = activation, hits mostly activators; 320,000 tested, 0.063% active; AID 504706, 2011; note: potency is the fitted concentration of half-maximal effect; % of control where 0% means no effect; nearly all actives have a fitted effect of over 45% in size
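H1299 (p53-null), stable ts p53-A138V + BP100-Luc; 1000 cells/well, Opti-MEM/10% FBS; cpd 4 pt, 1:5; 24 h, 37 deg C, 5% CO2; detection reagent 10 min RT; luminescence.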
TRPV1 ag: HTS Assay for Compounds that Act as Agonists of the Vanilloid Receptor 1; Transient receptor potential cation channel subfamily V member 1 (Homo sapiens), Q8NER1; TRPV1-expressing cells, Fluo-8 calcium influx, agonist mode; activation, % at 8.33 µM; 320,000 tested, 0.19% active; AID 540275, 2011; in the data active = activation above about 80%; inconclusive = between about 30% and that limit; note: 0% is about no effect
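Cells expressing TRPV1 were dye-loaded with Fluo-8 and read kinetically: 10 s baseline, 3 min after compound (agonist portion), then 2 min after EC20 capsaicin (allosteric enhancer portion). Calcium-bound dye fluorescence at 480/520 nm.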
Integrin act MD: qHTS for Activators of Integrin-Mediated Alleviation for Muscular Dystrophy; 350,000 tested, 0.064% active; Potency, µM (series often up to 38.3 µM), for inactives: at the top dose activation, hits mostly activators; AID 624291, 2012; alpha7betagal myoblasts, beta-gal FDG fluorescence, 48 h;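 note: potency is the fitted concentration of half-maximal effect; 100% = response of the positive control SU9516; nearly all actives have a fitted effect of over 60% in size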
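alpha7betagal+/- myoblasts (passage 13, 250/well) treated 48 h at 37C with compounds at 1:260 dilution of DMSO stock. Lysed, then beta-galactosidase activity read as FDG fluorescence (ex 480/em 540) after 30 min, with pre-read for autofluorescence.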
B2AR arrestin: qHTS assay of beta-arrestin-biased ligands of beta2-adrenergic receptor; Beta-2 adrenergic receptor (Homo sapiens), P07550; beta-arrestin recruitment to beta2AR, cell-based reporter; Potency, µM (series often up to 46.1 µM), for the others: top-dose activation, actives largely listed as activators; 330,000 tested, 0.02% active; AID 492947, 2010;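 note: potency is the fitted concentration of half-maximal effect; 0% = DMSO controls and full agonism = EC100 isoproterenol or metaproterenol; nearly all actives have a fitted effect of over 65% in size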
* = called active by the depositor; u = inconclusive; x = no result given; & = joins results of further samples; [ ] = another dose, or the depositor's remark. Unless noted, calls come from the whole dose curve; as a rule, active = well fitted curve in the direction sought with a large enough effect; inconclusive = small, poorly fitted or top-dose-only effect, or another doubt; inactive = no such curve, though single readings can be large; an effect the other way counts as inactive or inconclusive.

SMILES | TSG101-PTAP inh | S-ASM inh | Eya2 phos inh | BRCA1 expr up | USP2a inh | ELG1 genotox | uPA surface inh | p53 reactivation | TRPV1 ag | Integrin act MD | B2AR arrestin
CCN(CC)C(=O)c1cncc(C(=O)N(CC)CC)c1-c1ccccc1 | -2% | 0% | -10% | -26% | -4% | 1% | -3% | -5% | -1 | -1% | -0.9%
O=C(CSc1ccc(Cl)cc1)N1CCC(c2nc3ccccc3s2)CC1 | 0% | -14% | -4% | -48% | -9% | -8% | 6% | -1% | u | -19% | 0.0%
O=C(NC1CCCc2ccccc21)C1CCN(S(=O)(=O)c2ccccc2F)CC1 (stereo not drawn) | 1% | 4% | -4% | -8% | -3% | -3% | -1% | 4% | 0 | 19% | -0.4%
CCn1cc(/C=N\NC(=O)c2ccc(Cl)cc2)cn1 | 0% | -2% | 1% | -4% | -1% | 5% | -7% | 9% | 3 | u | -0.3%
COc1ccc(NC(=O)CCc2ccccc2)cc1S(=O)(=O)N1CCOCC1 | -1% | 2% | -3% | -1% | 0% | 0% | 4% | -3% | -2 | -5% | -0.2%
COc1ccc(-c2[nH]ncc2CN2CCC(O)(c3ccc(Cl)cc3)CC2)cc1 | -3% | -1% | u | -3% | 2% | -10% | -2% | -6% | 4 | -51%[inhibitor] | -1.3%
O=C1NCCc2c1[nH]c1ccccc21 | -4% | 0% | -7%&3% | 12% | -3%&4% | 2%&2% | -4% | 1%&-1% | -1&-2 | 14% | -0.1%&-0.3%
Cc1ccc(CN2CC(C(=O)NNC(=O)c3ccc(F)cc3)CC2=O)cc1 (stereo not drawn) | 0% | 3% | -4% | -4% | -6% | -1% | 7% | 9% | 1 | 11% | -1.5%
O=C(CCC(=O)c1ccc(Cl)s1)Nc1ncccc1O | -5% | 7% | 9% | 46% | 2% | 6% | -72% | 18% | 2 | -5% | -0.5%
CSc1nc2ccc(NC(=O)c3cc4ccccc4o3)cc2s1 | -3% | 10% | -1% | 23% | 1% | u | -6% | u | 0 | -8% | -0.7%
NNC(=O)c1ccc(COc2ccc3ccccc3c2)cc1 | -6% | -9% | -29% | 0% | 11% | 1% | -10% | 3% | 4 | -38%[inhibitor] | 0.3%
Cc1cc(SCc2ccccc2C)nc(=O)[nH]1 | -2% | -3% | 5% | 0% | 2% | 3% | 11% | -6% | 0 | 31% | 0.4%
Cc1c(C#N)c2ncn(CCCN(C)C)c(=O)c2n1-c1ccccc1 | -6% | 1% | -13% | 0% | 7% | 1% | -9% | 9% | -1 | -4% | 0.3%
Nc1cc(=O)[nH]c2ncnn12 | -3% | 0% | x | -5% | x | x | -9% | x | x | 3% | x
C(/CCc1ccccc1)=N\n1cnnc1 | -1% | 1% | -10% | 4% | 7% | 4% | 3% | -11% | -3 | -9% | -1.1%
O=C(NCCCSc1ccccc1)c1cc(Cl)ccc1O | -4% | -4% | 3% | -43% | 5% | u | -7% | -5% | 5 | -8% | -0.3%
CC(C)(C)C(=O)NCCc1nc2ccccc2n1CC(=O)c1ccccc1 | -10% | 3% | -5% | -16% | 3% | -2% | 1% | -4% | 20 | -26% | -0.4%
Cc1onc(-c2ccccc2)c1C(=O)NC1CC1 | 3% | 8% | -12% | 8% | -1% | -1% | 3% | 5% | -3 | u | -0.9%
Cc1onc(-c2c(F)cccc2Cl)c1C(=O)Nc1cccc2nsnc12 | -3% | 170%[activator] | -11% | -24% | 1% | -4% | x | 19% | 5 | 4% | 0.0%
CCn1cc([N+](=O)[O-])c(C(=O)Nc2c(C)nn(Cc3c(F)c(F)c(F)c(F)c3F)c2C)n1 | -6% | 0% | -4% | -1% | 0% | -2% | x | -1% | 0 | 0% | -1.1%
C=CCNC(=S)NNC(=O)C(CC(C)C)CC(C)O (stereo not drawn) | 0% | -1% | -17% | 0% | 8% | 0% | 0% | -3% | 0 | 11% | -0.1%
CNc1ccccc1C(C)(C)c1cc(-c2ccco2)n[nH]1 | -4% | -2% | -6% | -9% | 3% | -2% | 19% | -2% | 2 | -10% | -0.6%
CCN1CCN(C(=O)CSc2nc3c(c(=O)n(C)c(=O)n3C)n2C)CC1 | 0% | 1% | -5% | -14% | 3% | 4% | 0% | 0% | -2 | 22% | -0.3%
Cc1ccc(CCNC(=O)CNS(=O)(=O)c2ccc3nc(C)sc3c2)cc1 | 0% | -4% | -10% | 3% | 1% | -6% | -3% | 9% | 9 | -21% | 0.0%
CCOC(=O)C(Cc1ccccc1)NC(=O)CCc1nnc2ccc(N3CCOCC3)nn12 (stereo not drawn) | -2% | -1% | 18% | 0% | -1% | 16% | -2% | u | -2 | 19% | -0.2%
CC1CC(C)CN(S(=O)(=O)c2ccc3c(c2)CCN3C(=O)CCC(=O)O)C1 (stereo not drawn) | -3% | 8% | 11% | 14% | 4% | 3% | -6% | 10% | 1 | 0% | -0.1%
Cc1ccc(S(=O)(=O)NCc2ccccc2)cc1C(=O)NCCc1ccc(S(N)(=O)=O)cc1 | 0% | 7% | 22% | -31% | 1% | 0% | 11% | u | -3 | 32% | -0.7%
O=c1cc(CN2CCN(S(=O)(=O)c3ccccc3[N+](=O)[O-])CC2)nc2sccn12 | -8% | -1% | -1% | 0% | 1% | -3% | 3% | 7% | 0 | -14% | -0.1%
Cc1nc(Cl)sc1C(=O)Nc1cccc(C(F)(F)F)c1 | -2% | -1% | x | -1% | x | x | -1% | x | x | 5% | x
Cc1ccc(C2=NCCn3nc4cc(C(F)(F)F)ccc4c32)cc1 | -6% | -3% | -37% | -15% | -1% | 6% | -1% | 15% | u | -15% | -0.1%
CC(=O)C1=C(C)NC(SCC(=O)c2ccc(F)cc2)=C(C#N)C1c1ccco1 (stereo not drawn) | -4% | 48%[activator] | -10%[15.4 µM] | -70% | 0% | 16% | -22% | -10% | 5 | -23% | -0.3%
O=c1cc(Nc2ccc3c(c2)OCCO3)[nH]c(=O)n1C1CCCCC1 | -6% | 1% | 3% | -75% | 3% | 3% | u | 30% | -1 | -31% | -0.7%
CC(=O)c1c(C)[nH]c(C(=O)Nc2nccs2)c1C | -1% | -2% | 2% | 73% | -1% | u | -15% | u | 0 | 3% | -0.1%
COC(=O)c1cnc(Oc2c(Cl)cc(N)cc2Cl)cc1C(F)(F)F | -1% | -2% | -25% | -39% | 2% | -5% | 6% | -1% | -4 | 3% | -0.2%
Cc1ccc(N2C(=O)C(CN(C)C)C2c2ccccc2)cc1 (stereo not drawn) | -2% | -2% | -28% | 0% | -3% | 1% | 3% | -5% | 9 | -28% | -1.1%
CSc1ncc(C(=O)Nc2ccc(Cl)cc2)c(C)n1 | -1% | -8% | -1% | -29% | 0% | 0% | 5% | 4% | u | 8% | 0.5%
CCCCNc1nc2cccnc2s1 | -1% | 2% | -5% | u | -2% | 12% | 5% | 13% | -7 | -43% | -0.6%
COc1ccc(C(=O)CSc2n[nH]c(N)n2)cc1 | -3% | 3% | 0% | 55% | 1% | 9% | -3% | 2% | -3 | -4% | -0.1%
Oc1c(Br)cc(Br)cc1/C=N/c1nc2c(s1)CCCC2 | -4% | 8% | x | -92%[inhibitor] | x | x | -5% | x | x | -50%[inhibitor] | x
CCCC(C)NC(=S)Nc1cc(C)cc(C)c1 (stereo not drawn) | 0% | 5% | 1% | 1% | -1% | -5% | 1% | -1% | 24 | 23% | -0.1%
COC(=O)c1ccccc1NC(=O)N1c2ccccc2Sc2ccccc21 | 0% | -2% | 0% | -38% | 1% | -2% | -1% | -5% | 5 | 6% | -0.2%
CCCCC(=O)Nc1nnc(/C=C/c2ccc(OC)cc2)s1 | -7% | 203%[activator] | 3% | u | -1% | 9% | 0% | -8% | 2 | -14% | -0.1%
